Source: PubChem BioAssay (School of Medicine, Indiana University)
FECH block – inhibitors of human ferrochelatase | AID 1671448 | P22830 | hit rate 3.3% among 20,000 | calls only at 10 µM (by protocol) | purified FECH, Ni-mesoporphyrin absorbance 550 nm;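 active means enzyme reaction rate more than 3 SD below the solvent-only control wells on the same plate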;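 further: lower slope than DMSO wells means FECH inhibition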
Target sequence (P22830 whole entry, looked up): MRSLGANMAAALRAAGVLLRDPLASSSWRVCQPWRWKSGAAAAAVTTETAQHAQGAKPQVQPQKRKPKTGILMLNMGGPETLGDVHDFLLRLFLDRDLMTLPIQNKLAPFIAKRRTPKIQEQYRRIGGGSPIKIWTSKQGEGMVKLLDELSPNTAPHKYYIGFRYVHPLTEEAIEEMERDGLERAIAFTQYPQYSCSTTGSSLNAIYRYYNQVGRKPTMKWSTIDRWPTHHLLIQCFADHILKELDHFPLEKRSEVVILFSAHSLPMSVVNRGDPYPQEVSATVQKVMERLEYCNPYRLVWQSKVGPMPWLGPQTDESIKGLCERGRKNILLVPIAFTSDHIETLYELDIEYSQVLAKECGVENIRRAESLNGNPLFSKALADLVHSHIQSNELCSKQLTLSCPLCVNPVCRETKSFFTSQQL
Calls only; i = inactive; + = active, no number.

SMILES	FECH block
CCCc1ccc(S(=O)(=O)N2CCN(c3cc(-c4ccccc4C)ncn3)CC2)cc1	i
CCc1cn[nH]c1C1CCCN(C(=O)c2c(C)nn3c(C)cc(C)nc23)C1 (stereo unspecified)	i
CC(C)N1CCN(C(=O)C2CCCN(Cc3ccco3)C2)CC1 (stereo unspecified)	i
CCc1ccccc1N1C(=O)c2cc3ccsc3n2CC1(C)C(=O)NCCOC (stereo unspecified)	i
CC(C)CNC(=O)NCCn1c(-c2ccccc2)nc2cccnc21	i
Cc1nc(C)c(CC(=O)N(C)C(C)c2ccccn2)s1 (stereo unspecified)	i
Cc1ccc(-c2nnc(-c3nc(NCCCN4CCc5ccccc5C4)c4ccccc4n3)o2)cc1	i
Cc1ccc(-c2ncc3c(=O)n(CCCN(C)C)c(=O)n(C)c3n2)cc1	i
Cc1ccc(-c2noc(C3CCN(C(=O)CNC(=O)c4cccs4)CC3)n2)cc1	i
CCc1cc(Sc2ccccc2NC(=O)c2ccc(OC)cc2)n2ncnc2n1	i
CCc1ccccc1NC(=O)CN1CCCN(Cc2ccc(Cl)cc2)S1(=O)=O	i
Cc1cccnc1-c1n[nH]c(Cc2ccccc2)n1	i
CC1CCCCN1c1ccc(C(N)=O)cc1NC(=O)CCc1ccccc1O (stereo unspecified)	i
CCCN1CCN(C)C2(CCN(C(=O)CCOC)CC2)C1	i
CSc1nc(Nc2cccc(Br)c2)c(C#N)c(-c2ccc(C)cc2)n1	i
Cc1cc(N2CCOCC2)nc(N2CCN(S(=O)(=O)c3ccc(C)c(C)c3)CC2)n1	i
CCN1CCc2c(sc(NC(=O)c3ccc(C(C)=O)cc3)c2C(=O)OC)C1	i
CN1CCN(C(=O)c2[nH]cnc2C(=O)NCC(C)(C)C)CC1	i
O=C1NCC2(CCCN(C(=O)c3cc(F)cc(Cl)c3)C2)O1 (stereo unspecified)	i
Cc1cc(NC(=O)CCc2ccccc2)n(-c2ncnc3c2cnn3-c2ccc(Cl)cc2)n1	i
CCn1nc(C)c(NC(=O)CN2CCCOc3c(cccc3OC)C2)c1C	i
Cc1ccccc1-c1cc(O)c2c(c1)CN(c1cc(C(C)C)ncn1)CCO2	i
Cc1cc(-n2cnnc2CN2CCN(c3cccc(C)c3C)CC2)n(C)n1	i
Cc1cc(C)cc(Oc2cc(Cl)ncn2)c1	i
CCCn1c(CNS(C)(=O)=O)nc2cccnc21	i
COc1cccc(-c2cc(CN3Cc4ncccc4C3=O)no2)c1	i
COCCN(Cc1cnn(C)c1)C(=O)C1CCNC1 (stereo unspecified)	i
CC(CNCc1cnc(-c2ccc3ccccc3c2)nc1)Oc1cccnc1 (stereo unspecified)	i
COc1ncccc1C1CC(=O)Nc2cc3c(cc21)oc(=O)n3C (stereo unspecified)	i
O=C(NC1CC1)C1CCCN(C2CCN(C(=O)c3cccc4nccnc34)CC2)C1 (stereo unspecified)	i
CCc1c(C)nc2ncnn2c1Sc1ccc(NC(=O)Nc2ccc(C)c(F)c2)cc1	+
CN1CCC2(CC1)CN(Cc1ccccc1C(=O)O)CCN2C	i
CCc1cc(Sc2ccc(NS(=O)(=O)c3ccc(OC)cc3)cc2)n2ncnc2n1	i
Cc1cc(C)cc(Nc2nc(NCc3ccccc3)nc3c2cnn3-c2ccccc2)c1	i
COc1cccc(N2CCN(C(=O)C3CCCN(c4ncnc5c4nc4n5CCCCC4)C3)CC2)c1 (stereo unspecified)	i
COc1nc(C)cc(C)c1CNC(=O)CN1CCCN(C)CC1	i
CCOc1ccccc1NCc1cc(=O)n2[nH]c(NCc3ccccc3Cl)nc2n1	+
COCc1noc(-c2ccc(-c3cc(C)cc(C)c3)nc2)n1	i
CN(Cc1cccc(C(=O)Nc2c(F)cccc2F)c1)Cc1cnn(C)c1	i
CCc1nc(CN2CCC(CNC(=O)C3CCCCC3)C2)c(C)[nH]1 (stereo unspecified)	i
COc1ncccc1C(=O)N(Cc1cnn(C)c1)C1CC1	i
Cc1ccc(Cn2c(CNS(=O)(=O)c3ccc(C(C)C)cc3)nc3cccnc32)cc1	i
CCOc1ccc(-c2cnc(-c3ccnc(CC)n3)[nH]2)cc1	i
COc1ccc(C)cc1S(=O)(=O)N1CCN(c2nc(C)cc(N(C)C)n2)CC1	i
CCOC(=O)Cn1c(=O)n(-c2ccc(F)cc2)c2nc(-c3ccc(F)c(F)c3)nc(C(N)=O)c21	i
CCc1nc2nc(C)cc(N3CCN(c4ccc(C)cc4C)CC3)n2n1	i
Cn1cc(CN(CCO)C(=O)C2CCCN(C3CCCCC3)C2)cn1 (stereo unspecified)	i
O[C@@H]1CN(c2nccc(C3CCCC3)n2)CC[C@H]1N1CCOCC1	i
CCCn1c(CNS(=O)(=O)c2ccc(CC(C)C)cc2)nc2cccnc21	+
O=C(CN1CCN(Cc2ccc(F)cc2)S1(=O)=O)Nc1ccc(F)cc1	i
CCCCNC(=O)CSCc1nc(-c2ccc(F)cc2)no1	i
C#CCN(CC=C)C(=O)c1cccc(NC(=O)C2CCCC2)c1	i
Cc1nn(C)cc1-c1ccnc(NCC2CCN(Cc3ccccc3)C2)n1 (stereo unspecified)	i
COCc1nc2cccnc2n1C1CCN(S(=O)(=O)c2ccccc2)CC1	i
CC(=O)Nc1ccc(Cl)c(C(=O)NCC2CCCN(C)C2)c1 (stereo unspecified)	i
Cc1ccc(-n2c(CN3CCN(S(=O)(=O)c4ccc(CC(C)C)cc4)CC3)nc3cccnc32)cc1	i
CCn1c(-c2cnn(C)c2C)n[nH]c1=O	i
O=C(CC(c1ccccc1)c1ccc(F)cc1)NCc1ccno1 (stereo unspecified)	i
COc1ccc(OC)c(NC(=O)CN2CCCN(Cc3ccccc3)S2(=O)=O)c1	i
CCn1c(C2CCN(C(=O)c3nn(C)c4ccccc34)CC2)nn(C)c1=O	i

(further entries)
SMILES	FECH block
Cc1ccc(-c2nc(C)cc(OCC(=O)NC3CCCC3)n2)cc1	i
COc1ccc(N2CCCS2(=O)=O)cc1NC(=O)c1ccc(Br)cc1	i
Cc1nc2sccn2c1C(=O)NCCc1nnc2n1CCNCC2	i
CCOc1ccc(NC(=O)CSc2nnc(-c3ccccc3NC(=O)CC)c(=O)[nH]2)cc1	i
Cc1cc(C)c(NC(=O)CN2CCN(Cc3ccccc3Cl)S2(=O)=O)c(C)c1	i
COc1ccc(NC(=O)Cn2c(C(=O)OC(C)C)cc3ccsc32)cc1	i
COc1ccc(C(=O)Nc2nc3n(n2)C(c2ccc(Cl)cc2)C=C(c2ccccc2)N3)cc1 (stereo unspecified)	i
CCCn1nc(C)c(Cn2cnc(-c3ccccc3)c2C2CCOC2)c1C (stereo unspecified)	i
CCOC(=O)C1CCCN(S(=O)(=O)c2cc(N3C(=O)CCS3(=O)=O)ccc2OC)C1 (stereo unspecified)	i
CCC(NC(=O)CN1CCC(C)=N1)c1ccc(F)cc1 (stereo unspecified)	i
COc1ccc(N2C(=O)CCS2(=O)=O)cc1S(=O)(=O)Nc1cccc(C(F)(F)F)c1	i
Cc1c(C(=O)NCCC2CCCN(C)C2)[nH]c2ccc(F)cc12 (stereo unspecified)	i
O=C(CCC(=O)N1CCc2cc(S(=O)(=O)NC3CCCCC3)ccc21)N1CCCCCC1	i
CCc1nc(CN2CCN(CCn3cncn3)CC2)c(C)[nH]1	i
Cc1ccc(-n2ncc3c(-n4nc(C)cc4NC(=O)c4ccc(F)cc4F)ncnc32)c(C)c1	i
NS(=O)(=O)CCCC(=O)N1CCOC(c2ccc(Cl)c(Cl)c2)C1 (stereo unspecified)	i
CCN(Cc1cnc(-c2cccc3ccccc23)nc1)C1CCS(=O)(=O)C1 (stereo unspecified)	i
Cc1cccc(C)c1NCc1cc(=O)n2[nH]c(NCc3ccc(F)cc3)nc2n1	i
Cc1cccc2[nH]c(C3CCCN(Cc4nc(-c5ccco5)no4)C3)nc12 (stereo unspecified)	i
Cc1cc2nc(CNC(=O)c3cc(CN4CCOCC4)on3)[nH]c2cc1C	i

In the list so far, 2 contain bromine.
SMILES	FECH block
CSc1nc(Nc2cccc(Br)c2)c(C#N)c(-c2ccc(C)cc2)n1	i
COc1ccc(N2CCCS2(=O)=O)cc1NC(=O)c1ccc(Br)cc1	i

(continued)
SMILES	FECH block
CCn1c(CNS(=O)(=O)c2ccc(C)cc2)nc2cccnc21	i
CN(Cc1ccccc1)S(=O)(=O)c1cc(C(=O)N2CCCC2)cs1	i
Cc1cccc2oc(CNC(=O)CSCc3ccccc3Cl)nc12	i
COc1ccc(C(=O)Nc2cc(N3CCCS3(=O)=O)ccc2C)cc1OC	i
CN(CCO)c1nc(Nc2ccccc2)c2cnn(-c3ccccc3)c2n1	i
Cc1ccc2nc(C)c(C(=O)N3CCOC(CCN)C3)cc2c1 (stereo unspecified)	i
Cc1oc(-c2ccc3ccccc3c2)nc1Cn1cccn1	i
Cc1cc(N2CCCC2)nc(Nc2ccc(NC(=O)c3ccccc3C(F)(F)F)cc2)n1	i
Cc1ccccc1-c1noc(C2CCN(C(=O)CN3C(=O)COc4ccccc43)CC2)n1	i
O=C(CC1CCN(Cc2ccccc2)CC1)Nc1cnc2n1CCCC2	i
Cc1cc(Nc2ccccc2)nc(Nc2ccc(NC(=O)C(C)C)cc2)n1	i
Nc1ncccc1OCc1nc(COc2ccccc2)no1	i
CSc1ccc(-c2nccn2CCn2nc(C)cc2C)cc1	i
Cc1ccc(NCc2cc(=O)n3[nH]c(NCc4ccccc4)nc3n2)c(C)c1	i
O=C(NC1CC(=O)N(C2Cc3ccccc3C2)C1)c1cn2ccsc2n1 (stereo unspecified)	i
Oc1cccc(-c2cn(CC3(c4cccc(F)c4)CCOCC3)nn2)c1	i
O=C1CC2(CCN(C(=O)C/C=C/c3ccccc3)CC2)CN1	i
CCc1nc(OCC(=O)NCc2cccc(C)c2)c2c(C)c(C)oc2n1	i
O=C(NCCCc1ccco1)C1CCCN1c1nnc(N2CCCC2=O)s1 (stereo unspecified)	i
Cc1ccc(-c2ncc3c(=O)n(CCN4CCOCC4)c(=O)n(C)c3n2)cc1	i
CCCCc1cc(=O)[nH]c(-c2ccc(CN3CCN(C(=O)N(C)C)CC3)cc2)n1	i
CCCc1cc(=O)n2[nH]c(CNc3c(C)cccc3C)nc2n1	i
CCOC(=O)[C@H](C)NC(=O)C1(c2ccccc2F)CC1	i
COc1ccc2cc(C3CN(C(=O)c4cc(N)n[nH]4)CCO3)ccc2c1 (stereo unspecified)	i
Cc1ccc(CNCC2(O)CCCN(CCc3ccccc3)C2=O)s1 (stereo unspecified)	i
Cc1cccc(C)c1NC(=O)N1CCN(CCn2c(C)nc3cccnc32)CC1	i
CCCC(CCC)C(=O)Nc1cc(C)nn1-c1ncnc2c1cnn2-c1ccc(Cl)cc1	i
Cc1cc(N2CCOCC(CN(C)C)C2)nc(-c2ccccc2O)n1 (stereo unspecified)	i
CC(C)(C)CNC(=O)c1nc[nH]c1C(=O)N1CCC(Cc2ccccc2)CC1	i
CCc1c(C)nc2ncnn2c1Sc1ccc(NC(=O)c2ccccc2Br)cc1	i
COc1ccc(N2C(=O)CCS2(=O)=O)cc1S(=O)(=O)N(C)Cc1ccccc1	i
CCc1nc(-c2cc(S(N)(=O)=O)ccc2OC)no1	+
COc1ccc(CNC(=O)CSCc2nc(-c3ccccc3)no2)cc1	i
CC(C)(C)c1ncc2c(n1)CN(C(=O)c1cccc3c1OCC3)C2	i
COCCNC(=O)C1(C)Cn2c(cc3ccsc32)C(=O)N1Cc1cccc(OC)c1 (stereo unspecified)	i
Cc1nc(SCc2nc(-c3cccc(Cl)c3)oc2C)[nH]c(=O)c1Cc1ccccc1	i
CC(C)CCNc1nc(Nc2cccc(F)c2)c2cnn(-c3ccccc3)c2n1	i
c1cc(-c2nccc3occc23)c2cc[nH]c2c1	i
Cc1cccc(-c2ncc(C3CC(=O)Nc4c3c(C)nn4C(C)C)cn2)c1 (stereo unspecified)	i
COc1ccc(OC)c(-c2nc(Cn3nc(C)nc3C)c(C)o2)c1	i
Cc1cc(NC(=O)C(C)(C)Oc2ccc(Cl)cc2)n(-c2ncnc3c2cnn3-c2ccccc2)n1	i
CNC(=O)c1ccc(Cn2c(=O)c3cc(OC)c(OC)cc3n(CC(=O)N3CCCCC3C)c2=O)cc1 (stereo unspecified)	i
COc1ncccc1CN1CCc2[nH]cnc2C1Cc1ccccc1 (stereo unspecified)	i
Cc1ccc(OCC(=O)Nc2cc(N3CCCS3(=O)=O)ccc2C)cc1	i
O=C(NC1CC(=O)N(c2cccc(F)c2)C1)c1ccc(Br)o1 (stereo unspecified)	i
O=C1CCS(=O)(=O)N1c1ccc(S(=O)(=O)NCCc2cccs2)cc1	i
CSc1nc(NC(C)(C)C)c(C#N)c(-c2ccc(C)cc2)n1	i
CCn1cc(S(=O)(=O)N2C[C@@H]3C4CCC(CC4)[C@@H]3C2)cn1	i
CCCc1oncc1C(=O)NC1CC(=O)N(CCc2ccc(F)cc2)C1 (stereo unspecified)	i

In the list so far, these have a Cl atom:
SMILES	FECH block
CCc1ccccc1NC(=O)CN1CCCN(Cc2ccc(Cl)cc2)S1(=O)=O	i
O=C1NCC2(CCCN(C(=O)c3cc(F)cc(Cl)c3)C2)O1 (stereo unspecified)	i
Cc1cc(NC(=O)CCc2ccccc2)n(-c2ncnc3c2cnn3-c2ccc(Cl)cc2)n1	i
Cc1cc(C)cc(Oc2cc(Cl)ncn2)c1	i
CCOc1ccccc1NCc1cc(=O)n2[nH]c(NCc3ccccc3Cl)nc2n1	+
CC(=O)Nc1ccc(Cl)c(C(=O)NCC2CCCN(C)C2)c1 (stereo unspecified)	i
Cc1cc(C)c(NC(=O)CN2CCN(Cc3ccccc3Cl)S2(=O)=O)c(C)c1	i
COc1ccc(C(=O)Nc2nc3n(n2)C(c2ccc(Cl)cc2)C=C(c2ccccc2)N3)cc1 (stereo unspecified)	i
NS(=O)(=O)CCCC(=O)N1CCOC(c2ccc(Cl)c(Cl)c2)C1 (stereo unspecified)	i
Cc1cccc2oc(CNC(=O)CSCc3ccccc3Cl)nc12	i
CCCC(CCC)C(=O)Nc1cc(C)nn1-c1ncnc2c1cnn2-c1ccc(Cl)cc1	i
Cc1nc(SCc2nc(-c3cccc(Cl)c3)oc2C)[nH]c(=O)c1Cc1ccccc1	i
Cc1cc(NC(=O)C(C)(C)Oc2ccc(Cl)cc2)n(-c2ncnc3c2cnn3-c2ccccc2)n1	i

These rows are one share of the data; count on the stated rates, not on these rows.
